# Screening data from PubChem BioAssay.
# TrxR1 substrate: is turned over as a substrate by rat TrxR1; O89049; purified TrxR1 substrate turnover, NADPH consumption readout; Potency, µM (top dose mostly 114 µM), for inactives: at the highest dose activity change, negative = substrate turnover; hit rate 0.01% among 390,000; also: potency is read from the fitted curve at half-maximal effect; % is scaled to controls: 0 for no effect and ±100 for the full control effect; nearly all actives have a fitted effect of over 50% in size
# Target sequence (O89049 whole entry, looked up): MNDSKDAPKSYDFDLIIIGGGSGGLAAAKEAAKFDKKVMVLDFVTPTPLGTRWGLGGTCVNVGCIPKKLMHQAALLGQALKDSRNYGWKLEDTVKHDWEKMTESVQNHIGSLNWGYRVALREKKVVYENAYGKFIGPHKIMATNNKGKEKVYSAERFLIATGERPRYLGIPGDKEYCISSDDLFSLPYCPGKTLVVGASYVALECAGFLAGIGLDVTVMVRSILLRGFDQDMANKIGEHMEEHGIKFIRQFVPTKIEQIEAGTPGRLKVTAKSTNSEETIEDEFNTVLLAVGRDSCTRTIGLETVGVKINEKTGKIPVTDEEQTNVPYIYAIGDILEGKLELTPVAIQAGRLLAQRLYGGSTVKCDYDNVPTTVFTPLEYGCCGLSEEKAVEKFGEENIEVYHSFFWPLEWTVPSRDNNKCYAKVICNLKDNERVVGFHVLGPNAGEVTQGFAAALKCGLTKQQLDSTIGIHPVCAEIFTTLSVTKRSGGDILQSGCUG
#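 Rat TrxR1, dispensed at 90 nM, was prereduced with 400 uM NADPH (final) for 5 min at ~22 deg C, then incubated with compound 15 min before 400 uM selenite. A first-read NADPH fluorescence drop versus no-compound background flagged substrates.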
# RXFP1 ag: activates the human relaxin receptor RXFP1. Q9HBX9. HEK293T-RXFP1 cAMP TR-FRET, 30 min; response scale: percent of porcine relaxin response, buffer zero. Potency, µM (titrated, usually from 57.5 µM), without a hit: at the highest dose activation, hits mostly activators. hit rate 0.3% among 370,000. AID 2676; also: potency is read from the fitted curve at half-maximal effect; % is scaled to controls: 0 for no effect and ±100 for the full control effect; nearly all actives have a fitted effect of over 60% in size; many of its hits are not listed in these tables
#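 HEK293 cells stably expressing RXFP1, treated 30 min at 37C with compounds plus PDE4 inhibitor Ro 20174; cAMP measured by HTRF TR-FRET. Normalized to buffer and 29 nM porcine relaxin; EC50 by Hill fit.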
# Glioma ERSR ind: induces the endoplasmic reticulum stress response in human glioma cells | U87-MG GRP78 promoter luciferase reporter, 16 h | hit rate 0.02% among 420,000 | Potency, µM, for inactives: at the top dose activation, usual class: activators; also: potency is read from the fitted curve at half-maximal effect; series mostly up to about 76 µM; % of control where 0% means no effect; nearly all actives have a fitted effect of over 35% in size
#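 Stably transfected U87-MG human glioma cells carrying a GRP78-based luminescent sensor were seeded at 1000 cells/well, pin-dosed with compounds and incubated 16 h. Luciferase reagent was then added, and end-point luminescence was read after 10 min at room temperature.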
# USP1-UAF1 inh: blocks the human USP1/UAF1 deubiquitinase complex; hit rate 0.23% among 390,000; Potency, µM (titrated, usually from 57.1 µM), for inactives: at the highest dose activity change, negative = inhibition, hits mostly inhibitors; recombinant USP1/UAF1, Ub-Rhodamine cleavage fluorescence; O94782; also: potency is read from the fitted curve at half-maximal effect; % is scaled to controls: 0 for no effect and ±100 for the full control effect; nearly all actives have a fitted effect of over 60% in size; inactives centre near -12
#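 High-throughput fluorogenic screen: 1nM USP1/UAF1 complex, Ub-Rho substrate 150nM final, 50mM HEPES pH 7.8 with 0.5mM EDTA, 0.1 mg/ml BSA, 1mM TCEP and 0.01% Tween-20.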
# Vif-APOBEC3F blk: Vif-A3F binding inhibition. HeLa A3F-eYFP + Vif (tagged APOBEC3F with the HIV-1 protein that degrades it), YFP fluorescence increase. Potency, µM (series often up to 46.1 µM), without a hit: at the highest dose activity, negative = active. hit rate 0.2% among 390,000; also: potency is read from the fitted curve at half-maximal effect; % of control where 0% means no effect; nearly all actives have a fitted effect of over 65% in size
#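 Fluorescence increase (Ex 488/Em 500-530) after overnight compound treatment at 37 deg C flags inhibition of Vif-driven A3F-eYFP loss in stable HeLa A3F-eYFP/Vif cells seeded overnight beforehand.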
# PI4K2A block: blocks human PI4K2A kinase activity; Q9BTU6; purified PI4K2A, ADP-Glo luminescence, 1 h; stronger effect = lower value; activity change, negative = inhibition, % at 76.9 µM; hit rate 0.13% among 420,000; AID 1346378; in the data active = activity change below about -50%; inconclusive = mostly about -30% to -49%;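 also: -100% = wells without enzyme as full effect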
#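 Compounds are screened against recombinant PI4K2A using PI as substrate and ATP, the latter dispensed at 300 microM. Reactions run one hour at ambient temperature before ADP-Glo detection; full inhibition defined by wells lacking enzyme.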
# Vif-APOBEC3G blk: Vif-A3G binding inhibition | Q9HC16 | HeLa A3G-eYFP + Vif (tagged APOBEC3G with the HIV-1 protein that degrades it), YFP fluorescence, overnight | Potency, µM (top dose mostly 46.1 µM), for the others: top-dose activity, negative = active, hits mostly inhibitors | hit rate 0.076% among 410,000 | AID 602310;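 also: potency is read from the fitted curve at half-maximal effect; % is scaled to controls: 0 for no effect and ±100 for the full control effect; nearly all actives have a fitted effect of over 60% in size; hits raise eYFP signal because A3G escapes Vif-driven loss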
# Target sequence (Q9HC16 whole entry, looked up): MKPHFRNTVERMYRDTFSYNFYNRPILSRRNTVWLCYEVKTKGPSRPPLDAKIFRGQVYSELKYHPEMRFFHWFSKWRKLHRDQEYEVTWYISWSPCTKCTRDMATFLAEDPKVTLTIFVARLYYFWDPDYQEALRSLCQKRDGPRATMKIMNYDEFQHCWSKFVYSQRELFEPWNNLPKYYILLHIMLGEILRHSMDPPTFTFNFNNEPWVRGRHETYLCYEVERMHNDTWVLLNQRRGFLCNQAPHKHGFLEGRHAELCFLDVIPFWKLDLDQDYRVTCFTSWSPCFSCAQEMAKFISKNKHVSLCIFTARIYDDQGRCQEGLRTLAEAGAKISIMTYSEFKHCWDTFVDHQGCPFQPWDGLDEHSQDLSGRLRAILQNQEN
#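 Read-out is eYFP fluorescence (Ex 488/Em 500-530) from Vif-expressing HeLa A3G-eYFP cells; more signal means A3G escaped Vif-mediated degradation. Cells plated overnight, compound pinned in, incubated overnight at 37 deg C.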
# IDH1 R132H inh: human IDH1 R132H inhibition. O75874. IDH1-R132H enzyme, NADPH consumption, diaphorase/resazurin fluorescence. Potency, µM (titrated, usually from 76.6 µM), inactives show top-dose activity change, negative = inhibition, usual class: inhibitors. hit rate 0.093% among 390,000; also: potency is read from the fitted curve at half-maximal effect; % is scaled to controls: 0 for no effect and ±100 for the full control effect; nearly all actives have a fitted effect of over 65% in size
#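 IDH1-R132H (0.5 ug/mL dispensed) in pH 7.5 Tris buffer was preincubated 30 min with compound, then given a substrate mix of 0.016 mM NADPH and 2 mM alpha-KG for 80 min at room temperature; remaining NADPH was read by diaphorase/resazurin fluorescence.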
# LDHA block: inhibitors of human lactate dehydrogenase A; purified LDHA, NADH/diaphorase-resazurin fluorescence; stronger effect = lower value; activity change, % (values are at about 110 or 230 µM); hit rate 0.15% among 480,000; in the data active = activity change below about -30%; inconclusive = mostly about -25% to -30%;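 also: plate controls were DMSO wells for no effect and wells without enzyme for full effect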
#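 Remaining NADH was detected by diaphorase (0.133 mg/mL) converting 37 µM resazurin to fluorescent resorufin, read at 0 and 20 minutes. The preceding 5-minute room-temperature reaction used 2 nM LDHA, 0.2 mM sodium pyruvate and 0.06 mM NADH at pH 7.4.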
# Active calls of the source: *; u = inconclusive; x = not tested or not shown; & = joins results of further samples; [ ] = another dose, or the depositor's remark. Unless noted, calls follow the shape of the dose curve; as a rule, active = well fitted curve in the direction sought with a large enough effect; inconclusive = small, poorly fitted or top-dose-only effect, or another doubt; inactive = no such curve, though single readings can be large; an effect the other way counts as inactive or inconclusive. This is a subset; rates above refer to the full screens.
SMILES,TrxR1 substrate,RXFP1 ag,Glioma ERSR ind,USP1-UAF1 inh,Vif-APOBEC3F blk,PI4K2A block,Vif-APOBEC3G blk,IDH1 R132H inh,LDHA block
CS(=O)(=O)n1nc(-c2ccco2)nc1N,3.3%,1.1%,-2.9%,-19.8%,11.3%,1.7,0.7%,8.5%,0.2
Cc1nc(CCNC(=O)C2CCC(=O)N(Cc3cccc(F)c3)C2)sc1C (configuration not stated),14.0%[57.1 µM],0.2%,-5.7%,-18.5%,0.6%,3.8,-0.1%,-5.2%,-1.6
Cc1ccc(Cl)cc1-n1c(=O)c2sc3ccccc3c2n(CC(=O)NC2CCCCC2)c1=O,19.2%,4.5%,-3.0%,u,1.1%,-1.8,-4.2%,-5.9%,-6.8
COc1ccccc1N1CCN(C(c2cccs2)C(C)NC(=O)c2cccnc2)CC1 (configuration not stated),12.6%[57.1 µM],1.3%,-5.9%,-13.9%,0.2%,-4.3,1.5%,-1.2%,2.1
CC(=O)Nc1ccc(S(=O)(=O)N2CCC(C(=O)NCc3cccnc3)CC2)cc1,-2.7%,-3.2%,0.8%,-23.9%,-5.9%,6.2,-1.5%,-10.0%,-8.6
CCO[C@@H]1OC(C(=O)NC2CC2)=C[C@H](c2coc3ccccc3c2=O)[C@H]1CCCO,3.8%,x,4.1%,-30.4%,0.5%,4.4,-1.7%,5.9%,7.2
Cc1ccc(S(=O)(=O)N2CCOCC2)cc1C(=O)NCc1cn2ccsc2n1,5.1%[57.1 µM],2.6%,2.0%,-5.2%,0.2%,1.6,-0.3%,4.1%,-2.9
O=C(NCC(=O)N1CCN(C(c2ccccc2)c2ccccc2)CC1)c1ccccc1F,1.9%,0.0%,-6.3%,-8.8%,11.2%,-9.6,-22.7%,9.7%,-4.4
CCCN(CCC)C(=O)CSc1nc2ccsc2c(=O)n1NC(=O)c1ccccc1,0.6%[57.1 µM],1.2%,1.0%,-13.5%,5.1%,6.1,-0.6%,-4.8%,-18.7
Cc1ccc(N2C(=O)N(CC(=O)Nc3ccc(C)c(C)c3)C(=O)C2C)cc1 (configuration not stated),-11.5%,-0.8%,1.1%,-6.3%,1.7%,3.5,-0.3%,0.3%,0.7
C=CCNC(=S)NNC(=O)c1ccc(=O)n(Cc2ccc(Cl)cc2Cl)c1,-2.3%,-0.2%,5.3%,-19.3%,10.0%,-0.3,-6.8%,3.1%,5.1
CC(=O)NCCc1nc2ccccc2n1Cc1ccccc1,-3.1%,-0.1%,-4.0%,-25.7%,-4.0%,-1.1,3.3%,-0.8%,-5.6
CC(C)OC(=O)CN1C(=O)S/C(=C/c2ccc(N3CCCCC3)o2)C1=O,-1.2%,0.0%,1.0%,u,u,-3.9,u,1.5%,15.8
O=C(Nc1ccccc1)N1CCN(c2ccc(F)cc2)CC1,0.2%,1.4%,1.6%,-1.3%,x,-3.0,-3.2%,1.6%,4.1
C/C(=N/Oc1nc(C)cc(C)n1)c1ccc(Cl)cc1Cl,-5.3%,2.7%,1.5%,-20.2%,-0.8%,-3.3,2.3%,-1.8%,-5.2
O=C1/C(=C/c2ccccc2)CSc2sccc21,6.7%,0.5%,0.5%,-6.4%,-7.0%,2.1,-2.1%,2.1%,-1.1
CCOc1cccc2c1OC1(C)CC2NC(=O)N1c1ccc(OC)cc1 (configuration not stated),-9.0%,-0.1%,-5.6%,-17.3%,0.6%,-2.8,-4.2%,-1.1%,-0.3
O=C(Nc1nnc(C2CC2)s1)C1Cc2ccccc2CN1S(=O)(=O)c1cccs1 (configuration not stated),-6.9%[57.1 µM],-0.2%,6.6%,u,-0.5%,-16.2,-15.9%,4.6%,5.1
Cc1ccc(Cn2cnc3sc4c(c3c2=O)CCC4)c(C)c1,0.7%[11.4 µM],2.9%,-0.1%,-10.2%,0.2%,-3.4,1.3%,1.5%,-5.0
Cc1[nH][nH]c(=O)c1C=NCc1cccs1,-1.9%,0.1%,-6.1%,-17.7%,-5.4%,3.1,-2.3%,10.3%,-2.2
Cc1cccc(NC(=O)Nc2cccc(C#N)c2)n1,5.4%,0.1%,1.3%,-8.3%,-11.4%,-4.5,-0.2%,1.0%,-1.3
CN1C(=O)[C@@H]2[C@H](C1=O)[C@@H]1C(=O)Nc3ccccc3C(=O)N1[C@@H]2c1ccc(Br)cc1,2.4%,0.5%,-3.0%,u,5.5%,7.5,-5.0%,10.8%,-2.5
Nc1nc(Nc2ccccc2Cl)cc(=O)[nH]1,-16.1%,0.8%,-2.4%,-12.5%,20.0%,2.2,0.7%,-14.6%,-5.8
CCOC(=O)c1cc(OC(=O)c2ccccc2Cl)n(-c2ccccc2)n1,7.3%,0.3%,8.6%,-21.9%,0.9%,-7.9,5.1%,-4.6%,10.0
Cc1ccc(NC(=O)c2oc3ccccc3c2C)c([N+](=O)[O-])c1,-6.5%,0.0%,-3.2%,-4.4%,19.2%,3.3,0.5%,-1.6%,-14.9
# (further entries)
SMILES,TrxR1 substrate,RXFP1 ag,Glioma ERSR ind,USP1-UAF1 inh,Vif-APOBEC3F blk,PI4K2A block,Vif-APOBEC3G blk,IDH1 R132H inh,LDHA block
COc1ccccc1OCc1nnc(SCC(=O)NCc2ccco2)n1Cc1ccco1,3.8%,0.2%,-2.3%,-14.7%,1.9%,-4.8,-3.7%,-3.0%,-3.3
O=c1c2cccnc2n(Cc2cccc(F)c2)c(=O)n1Cc1ccc(F)cc1,-4.7%,-0.2%,0.0%,-1.5%,0.1%,9.0,1.4%,-2.4%,-5.6
Cc1cccc(-n2c(-c3ccco3)n[nH]c2=S)c1,10.7%[57.1 µM],29.8%,-1.2%,-11.8%,-14.6%,2.3,-0.6%,-0.3%,-2.1
CCCCSCCCNC(=O)CN1C(=O)COc2ccc(S(=O)(=O)N3CCCC3)cc21,1.4%,-1.6%,-1.7%,-19.6%,-2.8%,5.9,1.1%,6.1%,2.8
CC(O)(c1cccnc1)c1nc(-c2cccc(C(F)(F)F)c2)cs1 (configuration not stated),x,x,1.5%,x,x,-4.9,-1.9%,x,1.6
Cn1c(-c2ccc(-c3ccccc3)cc2)c[nH]c1=S,18.9%,-1.0%,0.1%,-13.5%,-3.9%,-1.9,-6.2%,12.9%,-9.5
CCOCCCNC(=O)c1cn(CC(C)C)c(=O)c2c1c1ccccc1n2C,21.4%[57.1 µM],9.6%&9.9%,-5.3%&-0.9%,-3.8%&-17.3%,-30.3%&4.3%,2.6&2.7,-0.1%&1.6%,-5.1%&-6.7%,-1.4&-9.6
Clc1ccc2nc(SCc3nnc(-c4ccccc4)o3)[nH]c2c1,-0.7%,3.6%,-4.1%,-10.0%,-23.1%,-5.5,-3.0%,21.2%,-1.2
CCC1=C(OC(=O)N(CC)CC)N2C(=O)OC(=NCc3ccccc3)[C@]2(C)[C@H]2C1=CC[C@H]1C(=O)NC(=O)[C@H]12,-6.5%,-0.1%,-0.4%,-6.5%,1.1%,-3.8,-4.2%,1.8%[38.3 µM],-2.1
COc1ccccc1C1NC(=O)NC(C)=C1C(=O)OC1CCC(C)CC1 (configuration not stated),1.8%,-0.6%,-0.3%,-9.7%,0.4%,-2.6,-2.9%,1.5%,-9.1
COc1ccc(CCNC(=O)C2(C)CCC(=O)N2Cc2ccc3c(c2)OCO3)cc1OC (configuration not stated),6.0%,-2.8%,-5.4%,-14.6%,3.8%,-0.8,1.8%,11.2%,-1.8
O=C(CSc1nc2scc(-c3ccco3)c2c(=O)n1-c1ccccc1)NCC1CCCO1 (configuration not stated),-5.0%,5.0%,-1.2%,-23.8%,0.8%,-22.4,-2.1%,3.5%,0.0
COc1cc(C(=O)N2CCc3ccccc32)cc(OC)c1OC,5.7%[57.1 µM],-1.4%,-2.0%,0.1%,4.4%,0.0,-3.6%,1.0%,-11.0
COc1ccc(-c2c(C#N)c(SCC(=O)Nc3ccccc3C)nc(C)c2C(=O)Nc2ccccc2)cc1OC,58.7%[activator],4.0%,-4.4%,u,0.8%,-2.6,-2.0%,14.4%,-11.7
CC(C)(C)NC(=O)Cn1nnc(-c2ccccc2NC(=O)c2ccco2)n1,9.9%,x,-3.1%,-5.4%,-1.5%,-1.5,0.9%,1.8%,-12.5
CCOc1ccc(C(=O)NNC(=O)CCNC(=O)c2ccco2)cc1OC,3.4%[57.1 µM],0.0%,-1.2%,-18.5%,u,0.4,0.9%,-13.2%,-2.4
CCn1c(SCC(=O)Nc2nccs2)nnc1-c1cccnc1,-2.7%,1.7%,-2.4%,-14.1%,2.5%,-1.2,6.3%,9.1%,-7.0

# In a second layout: results already given
# Each structure is followed by: TrxR1 substrate	RXFP1 ag	Glioma ERSR ind	USP1-UAF1 inh	Vif-APOBEC3F blk	PI4K2A block	Vif-APOBEC3G blk	IDH1 R132H inh	LDHA block
CC(O)(c1cccnc1)c1nc(-c2cccc(C(F)(F)F)c2)cs1 (configuration not stated)
→ x	x	1.5%	x	x	-4.9	-1.9%	x	1.6
Clc1ccc2nc(SCc3nnc(-c4ccccc4)o3)[nH]c2c1
→ -0.7%	3.6%	-4.1%	-10.0%	-23.1%	-5.5	-3.0%	21.2%	-1.2
